Compound activity from PubChem.
NCI-60 one-dose screen, 48 h, at 10 µM unless noted. Numbers give growth in % (100 = growth as untreated, 0 = no growth, -100 = all killed).
MALME-3M = MALME-3M melanoma | 5.8% of 78,000 active
SK-MEL-28 = SK-MEL-28 melanoma. 4.1% of 81,000 active. AID 1794761
SK-MEL-5 = SK-MEL-5 melanoma; 6.4% of 80,000 active
M14 = M14 melanoma. 6.2% of 80,000 active
MDA-MB-435 = MDA-MB-435 melanoma | 7.8% of 82,000 active
UACC-257 = UACC-257 melanoma. 4.4% of 78,000 active. AID 1794764
SK-MEL-2 = SK-MEL-2 melanoma | 4.7% of 77,000 active | AID 1794763
UACC-62 = UACC-62 melanoma | AID 1794756 | 5.4% of 81,000 active
The depositor's hits bear a star; x = no result given; & = joins results of further samples. How the source made its calls: active means growth percent below 10; inactive means the rest. Rows are unselected; about 11% have a hit in one of these screens.

Start of the data: the first two compounds (preview)
SMILES	MALME-3M	SK-MEL-28	SK-MEL-5	M14	MDA-MB-435	UACC-257	SK-MEL-2	UACC-62
CN1C2CCC1/C(=C\c1ccc(Cl)cc1)C1=C2[C@@H](c2ccc(Cl)cc2)C(C#N)=C(N)O1 (some centres undefined)	88.0	80.0	88.9	95.2	91.5	85.9	84.6	75.7
O=C1c2ccccc2C(=O)C1c1ccccc1	90.8	107.5&110.5	104.8&92.1	90.0&103.6	103.0&105.9	90.1&103.7	93.6&102.8	90.1

Main list, from the start:
SMILES	MALME-3M	SK-MEL-28	SK-MEL-5	M14	MDA-MB-435	UACC-257	SK-MEL-2	UACC-62
CN1C2CCC1/C(=C\c1ccc(Cl)cc1)C1=C2[C@@H](c2ccc(Cl)cc2)C(C#N)=C(N)O1 (some centres undefined)	88.0	80.0	88.9	95.2	91.5	85.9	84.6	75.7
O=C1c2ccccc2C(=O)C1c1ccccc1	90.8	107.5&110.5	104.8&92.1	90.0&103.6	103.0&105.9	90.1&103.7	93.6&102.8	90.1
COc1ccc(-c2cc(C(=O)N3CCN(C(=O)c4ccccc4NCc4ccco4)CC3)nc3cc(-c4ccccc4)nn23)cc1OC	x	114.5	82.9	98.5	96.2	109.4	96.3	92.2
CC(O)CC(C)CO (centres undefined)	124.3	120.5	105.7	111.4	119.2	107.9	x	112.4
O=c1c2ccccc2c(=O)c2c1ccc1[nH]c3c(ccc4c(=O)c5ccccc5c(=O)c43)[nH]c12	105.7	110.0	101.3	95.5	103.8	95.3	97.6	94.2
C/C(=N\Nc1cc(C)c2ccccc2n1)c1ccccn1	-77.9*	-93.7*	-72.1*	-81.4*	-90.9*	-62.1*	x	-52.0*
CCNC(=O)c1ccc2c(c1)nc(-c1ccc(Cl)cc1)n2-c1cc(C(C)(C)C)[nH]n1	34.9	41.6	11.5	18.1	-20.6*	79.1	46.6	38.6
CN(CCCNC(=O)Cc1ccc2ccc3cccc4ccc1c2c34)CCCNc1cc(-c2ccc3ccccc3c2)nc2ccccc12	-57.7*	-85.7*	-93.1*	-74.4*	-63.4*	-70.0*	-59.5*	-51.6*
Cn1c(N2CCN(C(=O)c3ccc(Cl)cc3Cl)CC2)nc(-c2ccccc2)cc1=O	96.4	103.7	95.6	101.7	103.9	95.0	98.7	83.3
CCCCCCCCCCCNNC(=O)c1ccncc1	96.6	111.0	90.4	96.6	98.0	93.6	91.2	86.5
COc1ccc(C2(c3ccccc3)c3ccccc3C(=O)c3ccccc32)cc1	97.8	112.2	89.7	106.2	98.5	77.7	93.2	66.3
CC(C)[C@H](CO)Nc1nc(Nc2ccc(C(=O)NCCNS(=O)(=O)c3cccc4c(N(C)C)cccc34)c(Cl)c2)c2ncn(C(C)C)c2n1	51.2	15.7	12.1	23.5	0.8*	3.1*	-16.1*	22.2
CS(=O)(=O)c1ccc(-c2nc3ccccn3c2/C=N/Nc2ccc(Cl)cc2)cc1	102.4	103.2	97.9	96.7	99.4	103.4	96.2	94.7
O=C(COc1ccc(Cl)cc1)N1N=C(c2ccc(Cl)cc2)CC1(O)c1cc(F)c(Cl)cc1Cl (centres undefined)	71.5	119.7	93.9	112.5	94.6	107.6	98.6	100.6
COc1cccc(N2CCN(CC(=O)N3CCN(c4nnc(-c5ccc(Cl)cc5)c(-c5ccc(Cl)cc5)n4)CC3)CC2)c1	92.2	88.7	48.4	70.5	70.9	x	x	70.4
COCCOc1cnc(Sc2cc(C)c(-c3csc(NC(=O)c4ccncc4)n3)c(C)c2)cn1	60.9	76.1	17.9	75.0	52.6	44.3	59.8	50.6
O=C(Cn1c(-c2cc3ccccc3oc2=O)nc2ccc(F)cc21)Nc1nc2ccccc2s1	98.3	99.4	87.8	99.8	89.8	106.1	110.0	75.9
CCN(CC)C(=O)c1ccc(C(C)C)cc1	94.9	103.3	99.5	94.5	101.9	104.9	103.7	102.2
O=C(Cn1cc(COn2nnc3ccccc32)nn1)Nc1ccc(Br)cc1	108.6	100.1	101.2	107.2	102.9	98.4	112.0	96.6
NC(=S)N/N=C(/c1ccccc1)c1ccc2nc(-c3ccc(O)cc3)[nH]c2c1	90.4	91.9	84.6	60.4	86.9	94.1	95.4	97.2
OCCCN=Cc1cc(Cl)cc(Cl)c1O	119.1	97.3	x	96.8	106.4	105.7	96.1	102.9
NS(=O)(=O)c1ccc(C(=O)N2N=C(c3ccccc3)CC2c2ccccc2O)cc1 (centres undefined)	91.4	109.5	98.4	98.4	112.3	108.6	97.5	95.4
CC1(c2cc3ccccc3oc2=O)NC(=O)c2c(/C=C/C(=O)OC3CC4CCC3(C)C4(C)C)cccc2N1 (centres undefined)	107.1	107.0	99.1	107.2	103.1	107.8	112.6	94.2
CN(C)S(=O)(=O)C(C)(C)c1ccccc1	164.7	103.7	143.4	106.9	105.5	94.3	88.0	94.3
Nc1c(C(=O)Nc2ccc(Br)cc2)sc2nc(-c3cnccn3)cc(-c3cccs3)c12	109.3	108.4	101.6	104.4	102.6	117.1	124.1	86.2
CN1CCN(c2nc(-c3csc(-c4ccccc4)n3)cc3ccccc23)CC1	49.0	-25.2*	58.7	-70.8*	7.3*	46.6	x	-38.4*
CCc1cccc(OC(=O)CCl)c1	110.3	108.5	95.5	102.9	103.7	103.5	100.2	97.2
COC1OC2COC(c3ccccc3)OC2C(N)C1O (centres undefined)	110.9	95.9	108.8	91.2	96.6	97.5	101.1	93.7
CO/N=C/c1ccc[n+](C)c1	96.6	113.8	102.6	99.8	102.1	93.3	x	109.4
C[n+]1ccc(CCc2c[nH]c3ccccc23)cc1	76.1	100.0	103.7	95.1	103.5	103.6	81.7	101.2
C=C(C)[C@@H]1CC[C@]2(C(=O)O)CC[C@]3(C)[C@H](CC[C@@H]4[C@@]5(C)Cc6cc(C)oc6C(C)(C)[C@@H]5CC[C@]43C)[C@@H]12	97.5	90.4	25.1	69.1	78.5	42.0	74.0	54.6
OCC(CO)c1cnnc2ccccc12	102.8	104.1	105.2	101.7	120.6	100.4	110.8	91.3
Cn1c(=O)c2[nH]c(CCCc3nc4c([nH]3)c(=O)n(C)c(=O)n4C)nc2n(C)c1=O	107.6	131.1	103.2	110.9	111.1	113.8	109.4	96.8
C=CC(=O)Nc1ccc(C(=O)/C=C/c2ccc(N(C)CCF)cc2)c(O)c1	-50.1*	-77.8*	-90.7*	-56.3*	-46.7*	-61.6*	-53.4*	-42.6*
Cc1ccc(-c2c3c(nc4ncn5ncnc5c24)C(C)CCC3)cc1 (centres undefined)	97.6	119.8	106.2	98.4	111.5	81.7	97.5	105.1
O=C1/C(=C/c2ccccc2)Oc2ccc(O)c(O)c21	96.6	74.9	87.9	90.7	95.3	97.8	102.8	49.1
COc1ccc(/C=C2/SC(=S)NC2=O)c(OC)c1OC	65.7	86.9	73.8	87.4	78.5	88.9	87.4	68.6
CCOc1cc(NC(=O)Nc2ccc(Oc3ccnc(C(=O)NC)c3)cc2F)ccc1Cl	69.9	64.4	38.0	60.5	62.5	66.1	52.7	58.8
CCc1c(C(=O)N[C@@H](C(=O)OCc2ccccc2)C(C)O)[nH]c2ccc(Cl)cc12 (some centres undefined)	69.7	100.1	84.1	88.3	87.9	109.0	106.2	91.4
CCCCCCCCCCCC1=NC(CC)CO1 (centres undefined)	98.4	99.8	99.7	101.7	105.2	100.9	88.3	98.9

Exported in CSV form: 2 of the compounds above.
structure,MALME-3M,SK-MEL-28,SK-MEL-5,M14,MDA-MB-435,UACC-257,SK-MEL-2,UACC-62
O=C1/C(=C/c2ccccc2)Oc2ccc(O)c(O)c21,96.6,74.9,87.9,90.7,95.3,97.8,102.8,49.1
Cn1c(=O)c2[nH]c(CCCc3nc4c([nH]3)c(=O)n(C)c(=O)n4C)nc2n(C)c1=O,107.6,131.1,103.2,110.9,111.1,113.8,109.4,96.8

Profiles, looked up by structure:
Profile of COC1OC2COC(c3ccccc3)OC2C(N)C1O (centres undefined) = MALME-3M: 110.9; SK-MEL-28: 95.9; SK-MEL-5: 108.8; M14: 91.2; MDA-MB-435: 96.6; UACC-257: 97.5; SK-MEL-2: 101.1; UACC-62: 93.7
Profile of Cn1c(=O)c2[nH]c(CCCc3nc4c([nH]3)c(=O)n(C)c(=O)n4C)nc2n(C)c1=O = MALME-3M: 107.6; SK-MEL-28: 131.1; SK-MEL-5: 103.2; M14: 110.9; MDA-MB-435: 111.1; UACC-257: 113.8; SK-MEL-2: 109.4; UACC-62: 96.8

Two entries picked at random from those above, as already listed:
SMILES	MALME-3M	SK-MEL-28	SK-MEL-5	M14	MDA-MB-435	UACC-257	SK-MEL-2	UACC-62
NS(=O)(=O)c1ccc(C(=O)N2N=C(c3ccccc3)CC2c2ccccc2O)cc1 (centres undefined)	91.4	109.5	98.4	98.4	112.3	108.6	97.5	95.4
CCc1c(C(=O)N[C@@H](C(=O)OCc2ccccc2)C(C)O)[nH]c2ccc(Cl)cc12 (some centres undefined)	69.7	100.1	84.1	88.3	87.9	109.0	106.2	91.4

Continuation.
SMILES	MALME-3M	SK-MEL-28	SK-MEL-5	M14	MDA-MB-435	UACC-257	SK-MEL-2	UACC-62
Cc1ccc(C(C)C)c(O)c1NC(=S)N/N=C\c1cc(Cl)ccc1O	58.6	56.4	51.0	36.3	71.3	79.0	76.3	41.2
O=C(CC1c2ccccc2NC(=O)N1Cc1ccccc1)c1c[nH]c2ccccc12 (centres undefined)	85.5	102.6	104.0	78.0	88.7	98.3	90.2	73.3
Cc1ccc(CC(N)=O)cc1	100.1	100.8	101.6	104.3	98.9	102.0	103.2	94.9
O=C(Nc1ccccc1)OCC(CN1CCCCC1)OC(=O)Nc1ccccc1 (centres undefined)	109.2&90.8	105.5&91.5	93.7&60.5	107.9&86.6	97.4&90.3	93.2&93.7	108.0&85.6	100.7&80.7
Cc1nc(N)nc(C)c1-c1ccc(C#N)cc1	97.9	107.7	99.3	106.7	104.7	108.2	104.8	91.7
COc1ccccc1NC(=O)c1sc2nc3c(cc2c1N)C(=O)CCC3	58.2	59.1	38.9	47.1	-31.9*	58.5	x	44.4
CC(=O)c1ccc(S(=O)(=O)NCCNc2nc(Nc3ccc(F)cc3)nc(N(C)C)n2)cc1	100.3	106.1	100.8	110.4	111.1	110.9	118.0	95.4
Cc1cnc2nc(-c3ccc(N(C)C)cc3)cn2c1	97.8	122.9	99.4	100.4	96.3	102.2	100.5	96.0
O=S(=O)(NC1c2ccccc2CC1O)c1ccccc1 (centres undefined)	105.3	109.3	98.5	100.8	104.6	121.3	115.0	100.5
O=c1ccc(-c2ccccc2)nn1Cc1nnc(NC2CCCCC2)s1	98.5	102.2	81.5	96.5	35.7	97.7	90.6	71.3
CCN1CN2C(=O)N3CN(CC)CN4C(=S)N(C1)C2C34 (centres undefined)	103.0	106.9	96.1	97.4	101.0	82.6	97.3	90.4
O=c1oc2ccc(-c3ccc(F)cc3F)cc2c(=O)n1-c1ccc(F)cc1	-21.2*	-0.7*	-77.9*	18.3	1.0*	15.5	-61.5*	-50.2*
O=C1c2cccc3cccc(c23)C(=O)N1Nc1nc(NCCN2CCOCC2)nc(N2CCOCC2)n1	100.2	114.3	95.5	93.1	101.2	103.0	104.1	92.3
CCS/C(Nc1ccccc1)=C(\C#N)c1nc2ccccc2s1	103.7	92.9	92.2	93.0	104.7	86.9	102.4	49.1
O=C(NCCCl)Nc1ccc2c(ccn2C(=O)c2cccc(F)c2)c1	80.7	101.8	94.7	x	98.1	100.9	101.6	91.3
O=[N+]([O-])c1cc(OCc2ccccc2)c(OCc2ccccc2)c(OCc2ccccc2)c1	106.5	106.3	98.4	99.7	107.7	108.8	100.2	102.6
COc1ccc(C2c3sc4ccc(C)cc4c3Oc3nc[nH]c(=O)c32)cc1 (centres undefined)	84.8	80.9	88.8	73.2	-0.8*	88.2	68.8	59.2
COc1cc2c(c(OC)c1OC)C(=O)CC(c1cccc(C(=O)Nc3ccc(Br)cc3)c1)O2 (centres undefined)	70.0	74.5	22.3	57.7	30.3	74.7	60.3	40.9
C#Cc1cc(OC)c(C(=O)Nc2ccc(F)cc2C(=O)Nc2cccc(S(=O)(=O)C(F)(F)F)c2)cn1	-33.4*	50.0	-49.0*	16.7	10.2	55.7	45.1	18.8
CC(=O)Nc1ccccc1C(C)=O	103.5	110.0	107.5	100.5	117.4	94.3	116.6	97.1
CCN(CCO)CCCNc1ccnc2cc(Cl)ccc12	110.6	104.7	102.6	104.1	102.3	x	110.2	108.9
Oc1ccc(CCn2c(O)c(/C=C3\C=Nc4ccccc43)sc2=S)cc1	86.8	87.6	74.0	74.9	69.1	95.9	98.6	59.0
CCOC(=O)/C=C(/CSC(=S)OCC)OCC	99.8	101.4	105.3	99.1	101.2	99.6	116.0	98.2
O=C1NN(c2ccccc2)C(c2ccc(Cl)cc2)N2CCC[C@@H]12 (some centres undefined)	104.1	96.1	102.9	39.0	59.4	99.0	104.8	45.1
COc1ccc(C(=O)Nc2ncc(Cc3ccc(Cl)cc3)s2)cc1	57.2	52.3	-1.2*	-29.4*	2.4*	46.8	23.9	33.5
Cn1c(SCC(=O)NNc2ncnc3ccccc23)nc(-c2ccc(Cl)cc2)c(C#N)c1=O	94.7	110.3	99.9	96.9	115.1	115.1	111.9	92.5
COc1ccc(-c2csc(NC(=O)COc3ccc(C(C)=O)cc3)n2)cc1	92.0	108.4	98.5	105.1	112.8	109.4	96.9	102.7
COc1ccc(-c2nc3ccc(-c4nnc(SCc5ccccc5)o4)cc3[nH]2)cc1OC	15.9	30.6	39.7	40.7	40.0	78.4	66.4	0.3*
CCn1cc(-c2ccnc(NCCCNS(=O)(=O)c3cccc4ccccc34)c2)c(-c2cccc(OC)c2)n1	86.1	108.4	78.7	99.7	93.2	102.5	97.5	78.4
CN(C)c1ccc(Nc2c3ccccc3nc3cc(NC(=O)CCN4CCCC4)ccc23)cc1	-90.9*	-34.7*	0.5*	-84.9*	-94.4*	-52.0*	24.0	15.5
Cn1c(C#N)ccc1-c1ccc(N2C(=O)NC(C)(C)C2=O)cc1	103.6	94.1	113.7	95.6	101.9	111.5	x	104.5
Clc1ccc2nc(C(Cl)(Cl)Cl)[nH]c2c1	112.8	109.8	100.7	105.7	110.4	110.2	106.1	90.0
